From PubChem
IL2 activator: activates IL-2 in a cell-based reporter assay; IL-2 activation reporter assay, cell-based qHTS; stimulated with anti-CD3/CD4/CD28 beads; in transgenic mouse T cells; activation, % (series mostly up to about 46 µM); 0.065% of 360,000 active; in the data active = activation above about 50%; inconclusive = mostly about 30% to 49%; note: 0% is about no effect
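Screening format: compound pinned onto unstimulated transgenic mouse T cells, 60 min incubation, then anti-CD3/anti-CD4/anti-CD28 bead stimulation for 18 hours at 37 degrees C, followed by EGFP and DsRed detection.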
ATXN2 expr inh: reduces ATXN2 reporter expression in HEK-293 cells; HEK-293 ATXN2-luciferase reporter, luminescence, 24 h; Potency, µM (highest dose often 57 µM), without a hit: top-dose activity change, negative = inhibition, most hits filed as inhibitors; 0.72% of 360,000 active; AID 1745845; note: potency is the fitted concentration of half-maximal effect; % is set by controls: 0 for no effect and ±100 for the full control effect; nearly all actives have a fitted effect of over 55% in size
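ATXN2-luciferase reporter cells (luciferase flanked by upstream and downstream ATXN2 gene portions) were treated 24 h at 37 °C with compounds at up to 57 uM. SteadyGlo luminescence gave expression; GF-AFC fluorescence gave viability.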
A549 viability: A549 cytotoxicity, counter-screen for Nrf2 inhibitors | A549 ARE-Fluc cells, CellTiter-Fluor viability, 18-24 h | AID 504648 | Potency, µM (titrated, usually from 46 µM), for the others: at the top dose activity change, negative = cytotoxicity, usual class: inhibitors | 0.16% of 390,000 active; note: potency is the fitted concentration of half-maximal effect; % is set by controls: 0 for no effect and ±100 for the full control effect
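A549 ARE-Fluc cells in 5% FBS OPTI-MEM, 5000 cells/well, rested 2 h then exposed to compounds in concentration-response for 18-24 h at 37 °C. Viability by CellTiter-Fluor fluorescence (Ex 405/Em 525) after 30 min; luciferase luminescence (BugLite, 15 min, RT) read afterwards.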
HepG2 tox: kills HepG2 cells in TGF-b inhibitor counter-screen; HepG2 CAGA-GFP viability, ATP luminescence, 18 h; Potency, µM (series often up to 46.1 µM), for the others: at the highest dose activity change, negative = cytotoxicity, most hits filed as cytotoxic; AID 588856; 0.76% of 410,000 active; note: potency is the fitted concentration of half-maximal effect; some results filed as inactive show a strong effect at the top dose
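HepG2 CAGA-GFP cells (1000/well, DMEM with 1% FBS) received compound, then TGF-beta at 500 pg/mL final, and were incubated 18 hours at 37 degrees C. Viability was read by CellTiter-Glo luminescence. Media-only wells were set as complete cell-killing and DMSO as no toxicity.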
Nrf2 ARE act: Nrf2 pathway activation. AREc32 ARE-luciferase reporter (MCF7-derived line), luminescence, 24 h. Potency, µM (top dose mostly 46.1 µM), without a hit: top-dose activation, hits mostly activators. 0.31% of 410,000 active; note: potency is the fitted concentration of half-maximal effect; % of control where 0% means no effect; nearly all actives have a fitted effect of over 65% in size
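AREc32 cells carrying an ARE-driven firefly luciferase, 1000 cells/well in OPTI-MEM with 5% FBS, dosed after overnight attachment and incubated 24 hr at 37 deg C. Steady-Glo luminescence read after 30 min at RT.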
EPAC2 ag: activates human EPAC2 exchange factor | 0.079% of 360,000 active | EPAC2 activation, biochemical qHTS; response scale: 100% = 6.5 mM cAMP response | AID 720711 | Q8WZA2 | Potency, µM (series often up to 154 µM), for the others: at the highest dose activation, hits mostly activators; note: potency is the fitted concentration of half-maximal effect; nearly all actives have a fitted effect of over 50% in size
Target sequence (Q8WZA2 whole entry, looked up): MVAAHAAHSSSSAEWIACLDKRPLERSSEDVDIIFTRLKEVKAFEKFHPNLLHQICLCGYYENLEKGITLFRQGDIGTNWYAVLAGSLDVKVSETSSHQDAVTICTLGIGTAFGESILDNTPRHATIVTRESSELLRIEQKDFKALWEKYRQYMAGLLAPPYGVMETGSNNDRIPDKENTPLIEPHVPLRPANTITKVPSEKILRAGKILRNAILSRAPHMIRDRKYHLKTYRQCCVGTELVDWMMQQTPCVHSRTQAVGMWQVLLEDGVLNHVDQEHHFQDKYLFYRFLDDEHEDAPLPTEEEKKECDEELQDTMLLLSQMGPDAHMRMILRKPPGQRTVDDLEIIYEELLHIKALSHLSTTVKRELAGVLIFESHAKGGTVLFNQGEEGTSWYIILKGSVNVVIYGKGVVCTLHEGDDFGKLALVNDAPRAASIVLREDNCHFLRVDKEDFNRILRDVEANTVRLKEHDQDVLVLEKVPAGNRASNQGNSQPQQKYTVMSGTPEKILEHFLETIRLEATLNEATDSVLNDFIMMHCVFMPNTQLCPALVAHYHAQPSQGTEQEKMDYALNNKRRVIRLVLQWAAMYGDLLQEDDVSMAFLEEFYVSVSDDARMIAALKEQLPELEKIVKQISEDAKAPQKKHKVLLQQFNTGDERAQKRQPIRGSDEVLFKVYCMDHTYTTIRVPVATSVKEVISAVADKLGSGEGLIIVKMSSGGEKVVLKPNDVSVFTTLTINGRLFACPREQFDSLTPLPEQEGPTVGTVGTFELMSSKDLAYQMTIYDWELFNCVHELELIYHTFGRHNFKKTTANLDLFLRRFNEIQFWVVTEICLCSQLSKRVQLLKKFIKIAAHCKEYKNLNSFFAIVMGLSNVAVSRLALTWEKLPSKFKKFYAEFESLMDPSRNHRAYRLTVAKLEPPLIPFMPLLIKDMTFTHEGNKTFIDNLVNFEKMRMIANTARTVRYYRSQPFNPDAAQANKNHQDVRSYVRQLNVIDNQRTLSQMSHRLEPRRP
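Compounds were titrated in qHTS against a Rap1B-BODIPY-GDP (250 nM) complex with EPAC2 (100 nM) and GDP (50 uM). BODIPY-GDP release tracked at 480/540 nm over 30 min at room temperature, normalized to 6.5 mM cAMP.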
TGFb inhibitor: blocks TGF-b signaling; HepG2 CAGA-GFP TGF-b/SMAD3 reporter, GFP fluorescence, 18 h; TGF-beta stimulated, 500 pg/mL final; Potency, µM (highest dose often 46.1 µM), for inactives: top-dose activity, negative = inhibition, usual class: inhibitors; 1.2% of 410,000 active; note: potency is the fitted concentration of half-maximal effect; % is set by controls: 0 for no effect and ±100 for the full control effect; nearly all actives have a fitted effect of over 65% in size
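Cell-based qHTS in HEPG2 carrying a CAGA-GFP Smad reporter; compounds added before 500 pg/mL final TGF-beta, 18 h incubation at 37 degrees C, GFP fluorescence quantified per cell by imaging cytometry.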
Nrf2 block: inhibitors of Nrf2 signaling; A549 ARE-Fluc reporter, luciferase luminescence, 18-24 h; Potency, µM (titrated, usually from 46 µM), inactives show at the top dose activity change, negative = inhibition, hits mostly inhibitors; 2.1% of 360,000 active; AID 504444; note: potency is the fitted concentration of half-maximal effect; % is set by controls: 0 for no effect and ±100 for the full control effect; nearly all actives have a fitted effect of over 60% in size
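Concentration-response testing used A549 ARE_Fluc cells at 5000 cells/well. Following an 18-24 h compound incubation, viability was read by fluorescence (Ex 405/Em 525) and luciferase output by luminescence.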
ATXN viability: cell viability loss in ATXN counter-screen; S2 cells (HEK-293 line with an ATXN2-luciferase reporter) viability, CellTiter-Fluor protease fluorescence, 24 h; Potency, µM (highest dose often 56.7 µM), hits mostly cytotoxic; 0.49% of 400,000 active; note: potency is the fitted concentration of half-maximal effect; nearly all actives have a fitted effect of over 40% in size
* = called active by the depositor; i = inactive; ? = inconclusive; / = not tested or not shown; & = joins results of further samples; [ ] = dose if it differs, or a comment. Unless noted, calls come from the whole dose curve; as a rule, active = well fitted curve in the direction sought with a large enough effect; inconclusive = small, poorly fitted or top-dose-only effect, or another doubt; inactive = no such curve, though single readings can be large; an effect the other way counts as inactive or inconclusive.

1: COc1ccc(N(CC(=O)NCCSCc2ccccc2C)S(=O)(=O)c2ccccc2)cc1
2: O=C(OCC(=O)N1CCCc2ccccc21)c1cccc(S(=O)(=O)N2CCOCC2)c1
3: O=C(c1cccn2c(=O)c3ccccc3nc12)N1CCN(c2ccccn2)CC1
4: Cc1nc(NC(=S)NC(=O)COc2ccc(Cl)cc2)ccc1Br
5: COc1ccc(-c2noc(C3CC(=O)N(c4ccc(C)c(F)c4)C3)n2)c(OC)c1 (stereo not drawn)
6: COCCNC(=O)c1ccc(-n2c(-c3ccccc3)cc3c2CCC(C)C3)cc1 (stereo not drawn)
7: CC(=O)N1CCOc2ccc(S(=O)(=O)NCc3ccc(F)cc3)cc21
8: Cc1ccc2occ(/C=N/NC(=O)c3ccc(Cl)cc3)c(=O)c2c1

Compound | 1 | 2 | 3 | 4 | 5 | 6 | 7 | 8
IL2 activator | -0.5 | -0.3 | 1.5 | -0.1 | / | / | -0.6 | 0.4
ATXN2 expr inh | -18% | 5% | 8% | -12% | -11% | / | 13% | 2%
A549 viability | -12% | 7% | 2% | 4% | -2% | -1% | -4% | 2%
HepG2 tox | -20% | 0% | -1% | 10% | -37% | -28% | 3% | 0%
Nrf2 ARE act | 6.0% | -0.9% | 0.1% | 0.1% | 5.9% | 10µM* | 0.1% | -0.3%
EPAC2 ag | 19% | 1% | 0% | 13% | / | / | 3% | 0%
TGFb inhibitor | -17% | -4% | -1% | 6% | ? | ? | 6% | 4%
Nrf2 block | ? | ? | 4% | 4% | ? | 7% | 7% | 19%
ATXN viability | i | i | i | i | i | / | i | i

9: COCCn1cnc2c1c(=O)n(Cc1cc(C(C)=O)ccc1OC)c(=O)n2Cc1ccccc1
10: Cc1ccc(N(C(=O)C2CCCC2)C2C=CS(=O)(=O)C2)cc1C (stereo not drawn)
11: Cc1ccc(-c2cc(C(=O)N3CC(C)CC(C)C3)c3ccccc3n2)o1 (stereo not drawn)
12: COc1cc(C(=O)Nc2nnc(S(=O)(=O)N3CCCCCC3)s2)cc(OC)c1OC
13: C=CCn1c(-c2ccccc2)nc(=S)c2c1CCCC2
14: COCCN(C(=S)Nc1cccc(Cl)c1C)C(C)c1ccco1 (stereo not drawn)
15: Cc1cc2c(ncn2Cc2ccccc2)c(N)c1C
16: CCOC(=O)CCCn1ccc2cc(S(=O)(=O)N3CCCC3)ccc21

Compound | 9 | 10 | 11 | 12 | 13 | 14 | 15 | 16
IL2 activator | -0.3 | 0.0 | -0.4 | -1.1 | 2.1 | -1.7 | -0.4 | -2.5
ATXN2 expr inh | 3% | 1% | -17% | 2% | 0% | -3% | -32% | -6%
A549 viability | -3% | 0% | -18% | 10% | 0% | -1% | 7% | -1%
HepG2 tox | 8% | -31% | -11% | -17% | -19% | -17% | -20% | 1%
Nrf2 ARE act | 2.8% | -0.5% | 5.8% | 5.1% | -0.1% | -0.6% | 2.5% | 0.3%
EPAC2 ag | -2% | 4% | -4% | 10% | 3% | 3% | 18% | 0%
TGFb inhibitor | 26% | -18% | -8% | -17% | -14% | -26% | -18% | 1%
Nrf2 block | 2% | 3% | -20% | 2% | 1% | ? | 2% | 3%
ATXN viability | i | i | i | i | i | i | i | i

Overlap with the part before: 3 compounds, followed by the next part.
14: COCCN(C(=S)Nc1cccc(Cl)c1C)C(C)c1ccco1 (stereo not drawn)
15: Cc1cc2c(ncn2Cc2ccccc2)c(N)c1C
16: CCOC(=O)CCCn1ccc2cc(S(=O)(=O)N3CCCC3)ccc21
17: O=C(c1ccc(F)cc1)C1CCN(C(=O)c2ccc(Cl)cc2)CC1
18: COc1ccccc1NC(=O)Cn1cnc2c(nc3n2CCCCC3)c1=O
19: O=C(C1CCC(Cn2c(=O)c3sccc3n(Cc3ccccc3F)c2=O)CC1)N1CCOCC1 (stereo not drawn)
20: O=C(CSc1nncc(=O)[nH]1)NCc1ccccc1
21: CC(=O)N1CC(C(=O)Nc2ccc3c(c2)OCO3)Oc2ccccc21 (stereo not drawn)
22: CCc1ccccc1NC(=O)c1ccc(NS(C)(=O)=O)cc1
23: CC(C)OP(=O)(OC(C)C)C1(NS(=O)(=O)c2ccc(Cl)cc2)C=C(Cl)C(=O)C(Cl)=C1
24: O=C1CC/C=C\C[C@@H](CC(=O)N(CCO)Cc2ccccc2)C(=O)NCCO1

Compound | 14 | 15 | 16 | 17 | 18 | 19 | 20 | 21 | 22 | 23 | 24
IL2 activator | -1.7 | -0.4 | -2.5 | 1.9 | 0.0 | / | 1.4 | -1.8 | -0.3 | 0.0 | -1.9
ATXN2 expr inh | -3% | -32% | -6% | / | -11%&5% | -13% | -9%[11.3 µM] | 6% | -9% | / | -3%
A549 viability | -1% | 7% | -1% | 1% | -3%&-2% | 8% | 0% | -16% | -5% | -8% | -2%
HepG2 tox | -17% | -20% | 1% | -9% | -4%&8% | 1% | -9% | 0% | -12% | -31% | 0%
Nrf2 ARE act | -0.6% | 2.5% | 0.3% | 0.7% | -0.3%&-0.7% | 4.7% | -0.9% | 3.4% | 0.1% | 0.2% | -0.2%
EPAC2 ag | 3% | 18% | 0% | -4% | 4% | / | 12% | -1% | 11% | 1% | 1%
TGFb inhibitor | -26% | -18% | 1% | ? | 12%&-10% | 0% | ? | 8% | -17% | ? | 1%
Nrf2 block | ? | 2% | 3% | -1% | ? | -6% | -1% | 8% | -11% | 11% | -5%
ATXN viability | i | i | i | ? | ? | i | i | i | i | i | i

25: Cc1ccc(NC(=O)Cn2cc(S(=O)(=O)c3ccc(F)cc3)c(=O)c3cc(F)ccc32)cc1
26: CCc1ccc2nc(N3CCN(C)CC3)c(C#N)cc2c1
27: Cc1cc(C(=O)N/N=C/c2cccc(Cl)c2Cl)no1
28: O=C(C/C=N\OCc1ccc([N+](=O)[O-])cc1)Nc1ccc(Br)cc1
29: O=C(Cn1cnc2ccccc21)NC(c1ccccc1)c1ccccc1
30: CC(=O)N1N=C(c2ccc(Cl)cc2)OC1c1ccc(C(C)C)cc1 (stereo not drawn)
31: CC(C)(C)OC(=O)N1CCC(Cc2cc(-c3cccc(Br)c3)no2)(C(=O)O)CC1
32: CCn1ccc2cc(S(=O)(=O)N3CCCN(C(=O)NCC(C)C)CC3)ccc21

Compound | 25 | 26 | 27 | 28 | 29 | 30 | 31 | 32
IL2 activator | 0.3 | -3.6 | -0.5 | -0.3 | -1.3 | -0.4 | 1.6 | /
ATXN2 expr inh | -16% | 21% | 45%[activator] | -6% | 10% | 28% | -7% | -1%
A549 viability | 14% | -1% | 0% | -3% | 14% | 5% | 2% | -5%
HepG2 tox | 2% | -29% | -2% | -6% | -1% | -10% | -16% | -13%
Nrf2 ARE act | -0.5% | 3.6% | 7.2% | 0.5% | 2.6% | 3.0% | -0.9% | -1.2%
EPAC2 ag | 4% | -5% | 9% | 9% | 10% | -11% | -7% | /
TGFb inhibitor | 5% | 2% | 1% | ? | 3% | 5% | 12% | 0%
Nrf2 block | 12% | 17% | ? | -5% | / | ? | -10% | /
ATXN viability | i | i | i | i | i | i | i | i

33: COc1ccccc1CNC(=O)CCC(=O)Nc1nnc(C(C)C)s1
34: CSc1ncnc2c1ncn2CCCNCc1ccc(C)o1
35: Cc1ccc(CNC(=O)C(c2ccccc2)c2ccccc2)cc1
36: CCOC(=O)N1CCC(NC(=O)c2ccc3c(Cl)c4c(nc3c2)CCCC4)CC1
37: Cc1ccc(-n2nnnc2SCC(=O)c2c(N)n(C3CC3)c(=O)[nH]c2=O)cc1C
38: COc1cc(OC)c(OC)cc1CCC(C)NC(=O)Cc1ccccc1 (stereo not drawn)
39: CC(C)c1ccc(S(=O)(=O)N2CCN(CC(=O)Nc3ccccc3C(F)(F)F)CC2)cc1
40: COc1cc(C)nc2nc(SCc3ccccc3)nn12

Compound | 33 | 34 | 35 | 36 | 37 | 38 | 39 | 40
IL2 activator | -2.3 | 3.4 | -1.6 | -1.3 | 0.3 | -1.7 | / | -0.5
ATXN2 expr inh | 0% | 5% | -2% | -22% | / | -9% | 11% | 1%
A549 viability | 9% | / | 2% | 22% | 4% | 3% | 2% | 1%
HepG2 tox | -1% | 2% | 0% | -17% | 0% | -21% | 6% | -12%
Nrf2 ARE act | -0.6% | 3.4% | 0.0% | 14% | 0.1% | 0.1% | 0.3% | ?
EPAC2 ag | 5% | 12% | 3% | 5% | 2% | 3% | / | 6%
TGFb inhibitor | 21% | 15% | -7% | 0% | 1% | -2% | -15% | -1%
Nrf2 block | 3% | / | 1% | 4% | 1% | -28% | / | 3%
ATXN viability | i | i | i | i | i | i | i | i

Full records as entered above. Order of screens: IL2 activator, ATXN2 expr inh, A549 viability, HepG2 tox, Nrf2 ARE act, EPAC2 ag, TGFb inhibitor, Nrf2 block, ATXN viability
Shown for CSc1ncnc2c1ncn2CCCNCc1ccc(C)o1 = 3.4, 5%, /, 2%, 3.4%, 12%, 15%, /, i
Shown for COc1ccccc1CNC(=O)CCC(=O)Nc1nnc(C(C)C)s1 = -2.3, 0%, 9%, -1%, -0.6%, 5%, 21%, 3%, i
Shown for Cc1ccc(CNC(=O)C(c2ccccc2)c2ccccc2)cc1 = -1.6, -2%, 2%, 0%, 0.0%, 3%, -7%, 1%, i
